PRMT1 FP inh = PRMT1 (human) inhibition, primary screen; Q99873; AID 652257; 1.3% of 370,000 active; recombinant PRMT1, activity-based probe fluorescence polarization; inhibition, % at 2.79 µM;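 active = inhibition above about 21% made by adding two undisclosed values, limit read from the data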
Target sequence (Q99873 whole entry, looked up): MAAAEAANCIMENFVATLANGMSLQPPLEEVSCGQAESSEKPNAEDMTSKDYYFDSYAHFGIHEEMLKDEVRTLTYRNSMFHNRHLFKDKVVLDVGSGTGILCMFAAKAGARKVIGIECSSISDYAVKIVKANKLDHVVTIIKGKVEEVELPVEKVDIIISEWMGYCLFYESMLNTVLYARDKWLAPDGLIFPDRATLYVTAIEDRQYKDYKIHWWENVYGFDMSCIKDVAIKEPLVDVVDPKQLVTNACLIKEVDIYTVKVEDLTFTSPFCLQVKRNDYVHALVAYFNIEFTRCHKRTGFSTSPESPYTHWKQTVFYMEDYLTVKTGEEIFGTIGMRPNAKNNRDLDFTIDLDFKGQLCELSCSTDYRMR
LEDGF integ inh = blocks HIV-1 LEDGF/p75-dependent DNA integration; TR-FRET IN-LEDGF/p75 DNA integration, Eu/Cy5; inhibition, % at 3.7 µM; 0.64% of 370,000 active;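 active = inhibition above the screen-wide mean plus 3 SD, cut at about 13% in these data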;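 also: signal is the Cy5 over europium emission ratio at 671 and 618 nm; 0% = plate median of compound wells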
SIAE inh = human SIAE inhibition, primary screen; inhibition, % at 9.66 µM; Q9HAT2; SIAE FP-Rh probe binding, fluorescence polarization; 0.69% of 370,000 active;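 active = inhibition above a cutoff: mean of compounds within the control limits plus 3 SD of those, cut at about 17% in these data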;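 also: 0% = plate median of compound wells and 100% = probe without SIAE protein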
MBD2 DNA inh = blocks human MBD2 binding to methylated DNA; TR-FRET, MBD2 binding to methylated oligonucleotide; inhibition, % at 4.4 µM; 0.31% of 370,000 active; AID 686964; in the data active = inhibition above about 13%
GC-B act = GC-B (human) receptor activation. 0.11% of 370,000 active. activation, % at 10 µM. HEK293-GC-B cells, CNP EC30, cGMP TR-FRET; 0% at EC30 CNP, 100% saturating CNP;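 active = activation at 10 µM reaching about 35% in either raw or pattern-adjusted values, limit read from the data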
TDP2 inh = blocks human TDP2 phosphodiesterase activity. O95551. recombinant TDP2, T5PNP hydrolysis, p-nitrophenol absorbance 415 nm. inhibition, % at 12.8 µM. 0.34% of 370,000 active. AID 720702;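 active = inhibition above the mean of all tested compounds plus 3 SD, set per campaign, cut at about 25% in these data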;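 also: 0% = DMSO with enzyme and 100% = buffer with substrate but no TDP2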
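Incubation: 2 h at 37 °C; Test system: recombinant human TDP2; Quantity: enzyme 120 nM; Read-out basis: percent inhibition; Medium: 50 mM Tris-HCl pH 7.5 with Mg2+, KCl, DTT, BSA; Repeats: single replicate; Compound: 12.8 µM single point, 1% DMSO; Signal: epi absorbance; Reagent: 5 mM T5PNP chromogenic substrate; Benchmarks: no-enzyme high, DMSO-plus-enzyme low.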
TCR CD3 inh = blocks the human TCR-CD3 interaction; TAMRA-labeled TCR probe fluorescence, biochemical; inhibition, % at 9.4 µM; 0.37% of 360,000 active; AID 651800; in the data active = inhibition above about 19%;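 also: recombinant mutant TCR 2C K166C tagged with TAMRA read by polarization; 0% = receptor in buffer alone and 100% = receptor with positive control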
ABHD4 inh = inhibitors of mouse ABHD4; Q8VD66; purified mABHD4, FP-Rh probe fluorescence polarization; inhibition, % at 8.92 µM; 0.54% of 370,000 active;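 active = inhibition exceeding the mean over every tested compound plus 3 SD, cut at about 30% in these data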;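 also: 0% = plate median of compound wells and 100% = S159A mutant with DMSO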
Target sequence (Q8VD66 whole entry, looked up): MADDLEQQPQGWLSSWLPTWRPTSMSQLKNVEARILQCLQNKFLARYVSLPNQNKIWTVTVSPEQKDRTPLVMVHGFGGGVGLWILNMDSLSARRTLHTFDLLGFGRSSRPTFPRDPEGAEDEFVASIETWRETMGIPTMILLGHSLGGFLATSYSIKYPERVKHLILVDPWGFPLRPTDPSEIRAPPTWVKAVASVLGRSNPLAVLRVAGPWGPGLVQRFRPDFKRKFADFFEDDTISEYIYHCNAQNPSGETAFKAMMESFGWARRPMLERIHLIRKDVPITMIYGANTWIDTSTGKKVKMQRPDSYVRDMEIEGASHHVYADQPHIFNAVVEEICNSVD
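System: mouse ABHD4 enzyme, wild type / Medium: HEPES pH 7.0, NaCl, Pluronic buffer / Reagent: FP-Rh activity-based fluorescent probe / Control set: S159A mutant high control, sample median low control / Detection: fluorescence polarization with parallel and perpendicular emission, 525/598 nm / Schedule: 45 min + 60 min at 25 °C / Compound dosing: 8.92 µM, single dose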
rCAG binder = binds r(CAG) RNA repeats; r(CAG) RNA repeat, TO-PRO-1 dye displacement fluorescence; inhibition, % at 3 µM; 1.3% of 370,000 active; AID 651821;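 active = inhibition above the plate cutoff, the mean of all test compounds on that plate plus 3 SD, cut at about 35% in these data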;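 also: 0% = DMSO alone and 100% = 100 µM mitoxantrone as full dye displacement; higher means more dye released from RNA so lower well fluorescence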
HTRA1 inhibitor = blocks human HTRA1 serine peptidase; AID 504803; recombinant HTRA1, FP-rhodamine activity-based probe, fluorescence polarization; 0.5% of 340,000 active; Q92743; inhibition, % at 5.96 µM; in the data active = inhibition above about 36%;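 also: 0% = enzyme with DMSO and 100% = wells lacking enzyme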
An asterisk follows results filed as active; nt = not tested or not shown.

SMILES | PRMT1 FP inh | LEDGF integ inh | SIAE inh | MBD2 DNA inh | GC-B act | TDP2 inh | TCR CD3 inh | ABHD4 inh | rCAG binder | HTRA1 inhibitor
CCOC(=O)C1=NN(C(=O)COc2ccccc2)C(O)(c2ccc(Cl)cc2)C1 (stereo unspecified) | 0 | -1 | 1 | -1 | -3 | 5 | -1 | 3 | -13 | -12
O=C(C=Cc1ccc2c(c1)OCO2)OCC=Cc1ccc2c(c1)OCO2 | 0 | -4 | -4 | 1 | -4 | 1 | 4 | -1 | 2 | 11
CCOc1cc(C)c(Cl)cc1S(=O)(=O)NCc1ccc2c(c1)OCO2 | 0 | 5 | -2 | 1 | -4 | -2 | -3 | -4 | 0 | -9
CCCCCC(=O)N1C[C@@H](O)[C@H](n2cc(COC(=O)c3ccccc3)nn2)C[C@@H]1c1ccccc1 | 1 | -12 | -2 | 1 | -7 | 4 | -8 | -1 | 0 | -9
CCOC(=O)C1CCN(C(=O)CN(c2ccc3c(c2)OCO3)S(C)(=O)=O)CC1 | 1 | 0 | 5 | -6 | 2 | 13 | -4 | 8 | -5 | 6
Cc1ccccc1NC(=O)CSc1ccncc1 | 6 | -8 | -6 | 2 | 4 | -9 | -7 | 1 | 8 | -13
COc1ccc(C(=O)Nc2cccc(-c3nnc(-c4ccco4)o3)c2)cc1 | -4 | 5 | -27 | -2 | 1 | 4 | 3 | -4 | 3 | -34
COc1ccc(-c2[nH]nc3c2C(c2ccccc2OC(=O)N2CCOCC2)C(C#N)=C(N)O3)cc1 (stereo unspecified) | -1 | -2 | 4 | 11 | -11 | 18 | -1 | 4 | 0 | 1
COc1c(C)cc(C(=O)C2CCCN(C(=O)c3cccc(-n4cccn4)c3)C2)cc1C (stereo unspecified) | 3 | -1 | 3 | 0 | 0 | 9 | 0 | -7 | -5 | -4
COc1ccc(CCCc2n[nH]c(=S)o2)cc1 | -1 | 1 | 6 | -3 | -2 | 13 | 0 | 2 | 1 | 3
C=CCNC(=O)C12CC3CC(C1)CC(C(=O)NCC=C)(C3)C2 | -1 | -3 | -4 | -1 | -2 | 9 | 0 | 3 | 1 | 4
CCc1ccccc1N(CC(=O)N1CCc2ccccc2C1)S(C)(=O)=O | 6 | -4 | -9 | 3 | -6 | -18 | -8 | 2 | -8 | 8
COc1ccc(S(=O)(=O)CCC(=O)N2CC(=O)N(CCc3ccccc3)C(=O)C2)cc1 | 5 | -3 | -1 | 1 | 3 | 4 | -1 | 3 | 2 | -4
COCC(=O)n1cc(C(=O)OC)c2ccccc21 | 4 | 2 | 0 | 9 | 2 | -9 | -6 | -20 | 1 | 3
CC(C)C[C@H]1CNC(=O)C(=O)N1CC1CCN(CCC(C)(C)C)CC1 | -4 | -4 | 4 | -4 | 0 | -6 | 6 | 5 | -1 | 2
Cc1ccccc1NC(=S)Nc1ccccn1 | 1 | 0 | -2 | 2 | -3 | -8 | 2 | 4 | -1 | 9
Cc1ccc2nc(-c3ccccc3)cc(C(=O)N3CCc4ccccc4C3)c2c1 | 2 | 0 | -12 | 10 | 5 | -5 | -5 | 6 | 4 | -57
COCCNC(=O)C1(C)CCN(C(=O)c2sc(-c3ccccc3)nc2C)C1 (stereo unspecified) | -7 | -1 | 6 | -2 | -1 | -12 | -7 | -2 | 2 | nt
CCOc1ccc(NS(=O)(=O)c2ccc(C(=O)N3CCCC3)cc2)cc1 | 7 | -7 | 4 | 4 | -3 | -15 | 6 | -2 | -1 | -13
CCCCCC(=O)Nc1cccc(C2=NOC3(C2)C[C@H](C(N)=O)N(C(=O)CCCCC)C3)c1 (stereo partly specified) | 1 | 0 | 0 | 2 | -3 | -1 | 6 | 1 | -5 | -5
COc1cc2c(cc1NC(=O)COC(=O)[C@@H](NS(=O)(=O)c1cccc(Cl)c1)C(C)C)oc1ccccc12 | 0 | -1 | -27 | -1 | -10 | -10 | 6 | -29 | 11 | -11
COc1ccc(CCNC(=O)CSc2nc3[nH]ncc3c(=O)n2-c2ccccc2Br)cc1OC | -2 | -1 | 4 | 1 | 0 | 2 | 5 | -5 | -4 | 6
Cc1cc(C)n(CC(=O)Nc2ccc([N+](=O)[O-])cc2)n1 | -3 | 4 | 0 | -2 | 2 | -7 | 8 | 2 | -2 | 4
Cn1c(=O)n(C)c2cc(S(=O)(=O)O)ccc21 | -1 | -1 | 1 | -3 | 7 | 8 | 4 | 5 | -1 | 2
COCCNC(=O)c1ccc(C2SCC(=O)N2Cc2ccco2)cc1 (stereo unspecified) | 3 | 2 | 0 | -2 | 8 | 0 | 4 | 7 | 1 | 0
CCCNC(=O)c1nc(C)n(-c2ccc([N+](=O)[O-])cc2)n1 | -1 | 2 | 5 | 0 | -2 | 2 | -1 | 1 | 1 | nt
CCCCCCSc1ccc([C@H]2N[C@@](C)(C(=O)OC)[C@H]3C(=O)N(C)C(=O)[C@@H]23)cc1 | 3 | 1 | -6 | -3 | 1 | -7 | 6 | 2 | -8 | -5
CC1CC2=C(NC(=S)NC2c2ccc(F)cc2)/C(=C/c2ccc(F)cc2)C1 (stereo unspecified) | 49* | 3 | 0 | 1 | -3 | -23 | 4 | 6 | 8 | -15
CCc1ccc(C2=NN(CCC(=O)NC3CCCCCC3)C(=O)CC2)cc1 | 0 | 2 | -2 | -3 | -8 | 15 | 3 | 0 | -5 | -13
Cc1ccc(C)c2[nH]c(=O)c(CCNC(=O)C(C)(C)C)cc12 | 5 | -2 | -4 | 1 | 2 | 1 | 5 | 1 | 0 | 0
CC(OC(=O)c1ccc2c(c1)OCO2)C(=O)NC1CCCCC1C (stereo unspecified) | 0 | 3 | 4 | 1 | -4 | -3 | 7 | 1 | -5 | -2
COc1ccc2c(c1)C(=O)CCC2c1ccccc1 (stereo unspecified) | 6 | -1 | -2 | 9 | 2 | -22 | -1 | -10 | -6 | -2
Cc1ccc(C2NC(=O)c3n[nH]c(C(C)C)c32)cc1 (stereo unspecified) | -7 | 3 | 0 | -4 | 9 | -10 | -5 | -3 | 3 | nt
O=S(=O)(c1ccc(Cl)cc1)N1CCN(C(=S)Nc2ccccc2F)CC1 | 1 | -1 | -2 | 4 | -4 | -2 | 6 | 1 | 1 | -10
O=C(NCCc1ccc(Cl)cc1)C1CCC(CNc2c(N3CCCCC3)c(=O)c2=O)CC1 (stereo unspecified) | 2 | -3 | 5 | 2 | -8 | 4 | 2 | 0 | 0 | 3
Cn1c2c(c(=O)n(C)c1=O)C(c1ccc(Br)cc1)Nc1ccccc1O2 (stereo unspecified) | -1 | -1 | -4 | 4 | -13 | 6 | 3 | 2 | 5 | -5
COc1ccccc1NC(=O)C1=C(C)Nc2nnnn2C1c1cc(Br)ccc1OC (stereo unspecified) | 2 | 1 | 5 | -3 | -13 | -2 | -6 | 1 | 3 | -3
COc1cc2c(cc1OC)CC1(CCCCC1)N=C2 | 1 | -3 | 0 | -6 | -2 | 0 | -2 | -1 | -1 | 0
Cc1ccc2sc(N(CCCN(C)C)C(=O)c3ccc(S(=O)(=O)N(C)C4CCCCC4)cc3)nc2c1C | -2 | 0 | 10 | 2 | -9 | 0 | 10 | 15 | 4 | -32
COc1cccc(NC(=O)Nc2nc3ncccn3c2-c2ccc(F)c(F)c2)c1 | -2 | 2 | 4 | 0 | 4 | 3 | nt | -4 | 3 | nt
Cc1ccc2nc(SCC(=O)Nc3ccc4c(c3)OCO4)nc(=O)n2c1 | 0 | 1 | 5 | 4 | -2 | 14 | 2 | -1 | 1 | 2
CCCCn1c(N)c(N(CCOC)C(=O)c2ccc3c(c2)C(=O)N(c2cc(C)ccc2C)C3=O)c(=O)[nH]c1=O | 0 | -4 | -6 | 5 | 3 | -7 | 6 | 7 | 1 | -4
Cc1nn(Cc2c(Cl)cccc2Cl)c(C)c1NC(=O)c1sc2ccccc2c1Cl | -3 | 0 | -6 | -2 | 5 | -5 | 16 | 7 | -3 | 0
O=C(CCCC(=O)OCC(Cl)=C(Cl)Cl)Nc1ccccc1F | 5 | -1 | 2 | 0 | 2 | -7 | -7 | -11 | -4 | 2

In another format: entries from further up
SMILES	PRMT1 FP inh	LEDGF integ inh	SIAE inh	MBD2 DNA inh	GC-B act	TDP2 inh	TCR CD3 inh	ABHD4 inh	rCAG binder	HTRA1 inhibitor
O=S(=O)(c1ccc(Cl)cc1)N1CCN(C(=S)Nc2ccccc2F)CC1	1	-1	-2	4	-4	-2	6	1	1	-10
O=C(NCCc1ccc(Cl)cc1)C1CCC(CNc2c(N3CCCCC3)c(=O)c2=O)CC1 (stereo unspecified)	2	-3	5	2	-8	4	2	0	0	3
Cn1c2c(c(=O)n(C)c1=O)C(c1ccc(Br)cc1)Nc1ccccc1O2 (stereo unspecified)	-1	-1	-4	4	-13	6	3	2	5	-5
COc1ccccc1NC(=O)C1=C(C)Nc2nnnn2C1c1cc(Br)ccc1OC (stereo unspecified)	2	1	5	-3	-13	-2	-6	1	3	-3
COc1cc2c(cc1OC)CC1(CCCCC1)N=C2	1	-3	0	-6	-2	0	-2	-1	-1	0
Cc1ccc2sc(N(CCCN(C)C)C(=O)c3ccc(S(=O)(=O)N(C)C4CCCCC4)cc3)nc2c1C	-2	0	10	2	-9	0	10	15	4	-32
COc1cccc(NC(=O)Nc2nc3ncccn3c2-c2ccc(F)c(F)c2)c1	-2	2	4	0	4	3	nt	-4	3	nt
Cc1ccc2nc(SCC(=O)Nc3ccc4c(c3)OCO4)nc(=O)n2c1	0	1	5	4	-2	14	2	-1	1	2
CCCCn1c(N)c(N(CCOC)C(=O)c2ccc3c(c2)C(=O)N(c2cc(C)ccc2C)C3=O)c(=O)[nH]c1=O	0	-4	-6	5	3	-7	6	7	1	-4
Cc1nn(Cc2c(Cl)cccc2Cl)c(C)c1NC(=O)c1sc2ccccc2c1Cl	-3	0	-6	-2	5	-5	16	7	-3	0

Not all compounds are listed; the hit share may differ from the screen's.
